Assay outcomes from PubChem.
PTHR1 ag – activates the human parathyroid hormone receptor PTHR1; Q03431; HEK293 GP2 PTHR1 cells, GloSensor cAMP luminescence, 1 h; Potency, µM (highest dose often 115 µM), inactives show top-dose activation, hits mostly activators; 0.075% of 410,000 active; note: potency is the fitted concentration of half-maximal effect; nearly all actives have a fitted effect of over 55% in size; some results filed as inactive show a strong effect at the top dose; inactives centre near -15; many of its hits are not listed in these tables
Target sequence (Q03431 whole entry, looked up): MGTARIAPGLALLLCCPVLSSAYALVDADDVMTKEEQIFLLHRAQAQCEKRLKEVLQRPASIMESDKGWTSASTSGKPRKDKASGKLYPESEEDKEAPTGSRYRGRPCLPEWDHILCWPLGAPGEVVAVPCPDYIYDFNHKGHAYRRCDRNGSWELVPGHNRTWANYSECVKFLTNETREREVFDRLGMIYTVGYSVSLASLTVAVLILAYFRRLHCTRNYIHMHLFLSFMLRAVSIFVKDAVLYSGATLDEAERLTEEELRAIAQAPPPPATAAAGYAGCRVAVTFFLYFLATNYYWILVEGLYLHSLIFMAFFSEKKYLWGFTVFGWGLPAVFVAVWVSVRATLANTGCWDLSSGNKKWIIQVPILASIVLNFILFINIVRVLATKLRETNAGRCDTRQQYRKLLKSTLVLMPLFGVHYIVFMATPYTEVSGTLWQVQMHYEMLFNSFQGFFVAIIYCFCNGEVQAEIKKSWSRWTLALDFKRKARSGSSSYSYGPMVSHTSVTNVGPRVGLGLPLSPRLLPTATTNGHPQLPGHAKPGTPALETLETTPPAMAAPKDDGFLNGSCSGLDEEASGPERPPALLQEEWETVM
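HEK-293-derived GP2 cells expressing PTHR1 and a GloSensor cAMP reporter, 3,000/well, plated overnight, given luciferin plus IBMX (each 0.5 mM as added) for 1 h at 37 °C, then compound for 1 h at 37 °C. Luminescence was read after 15 min at room temperature.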
pAkt inh – blocks phosphorylation of Akt. Neuro2A IGF-stimulated pAkt S473 HTRF, 20 min; stronger effect = lower value. activity change, % for hits at 50 µM. AID 651550. 0.32% of 360,000 active; in the data active = activity change below about -80%; inconclusive = mostly about -51% to -80%; note: % is set by controls: 0 for no effect and ±100 for the full control effect
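Neuro2A cells in DMEM with 0.5% FBS, overnight at 37 deg C, given compound at single 50 µM final, then IGF (6 nM final) for 20 min at 37 deg C. Lysed; phospho-Akt Ser473 by HTRF after 24 h, 665/615 ratio.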
D3 antag – antagonists of human D3 dopamine receptor | P35462 | D3R cells, DiscoveRx beta-arrestin luminescence, antagonist mode; stronger effect = lower value | max response, negative = inhibition, % | 2.5% of 360,000 active | AID 652054; in the data active = max response below about -50%; inconclusive = no clear call, values can overlap the other calls; note: % is set by controls: 0 for no effect and ±100 for the full control effect; mostly tested at two doses, the higher about 12 µM
Target sequence (P35462 whole entry, looked up): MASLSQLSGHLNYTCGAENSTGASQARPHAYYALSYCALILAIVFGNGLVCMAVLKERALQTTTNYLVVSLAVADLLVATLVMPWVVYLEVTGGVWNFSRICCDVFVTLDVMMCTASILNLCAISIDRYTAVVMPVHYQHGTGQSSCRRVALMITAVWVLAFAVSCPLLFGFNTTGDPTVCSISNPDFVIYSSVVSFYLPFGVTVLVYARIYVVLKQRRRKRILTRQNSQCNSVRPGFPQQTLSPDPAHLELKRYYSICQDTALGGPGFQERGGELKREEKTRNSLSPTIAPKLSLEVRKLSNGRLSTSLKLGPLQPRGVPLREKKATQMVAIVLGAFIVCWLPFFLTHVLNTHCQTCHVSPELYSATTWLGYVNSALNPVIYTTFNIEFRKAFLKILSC
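Cells plated overnight at 1500 cells/well, then exposed to library compounds with dopamine controls for 90 minutes at 37 degrees C. DiscoveRx reagent added for 30–60 minutes at room temperature; luminescence read, quantitative HTS format.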
aSyn rescue – rescues yeast growth from alpha-synuclein toxicity; 0.14% of 370,000 active; Yeast expressing alpha-synuclein, growth rescue, BacTiter-Glo, 24 h; Potency, µM (titrated, usually from 46.1 µM), for inactives: at the top dose growth rescue (activation), hits mostly activators; AID 652106; note: potency is the fitted concentration of half-maximal effect; % of control where 0% means no effect; nearly all actives have a fitted effect of over 65% in size
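Rescue of yeast growth: cells expressing toxic alpha-synuclein, induced in galactose at OD600 0.02, incubated with compound 24 h at 30 C. ATP luminescence quantified growth; inhibitors of toxicity appear as activators.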
GLP-1R agonist – activates the human GLP-1 receptor | HEK293 GLP-1R CRE-luciferase, luminescence, 4-6 h; cells express a hypersensitive GLP-1R form | Potency, µM (titrated, usually from 45.6 µM), for inactives: at the top dose activation, most hits filed as activators | 0.007% of 380,000 active | AID 624172; note: potency is the fitted concentration of half-maximal effect; % of control where 0% means no effect
GLP1R inv ag – GLP-1 receptor (human) inverse agonism. P43220. AID 624417. Potency, µM (doses to about 38.3 µM), for the others: at the top dose activity change, negative = inhibition, hits mostly inhibitors. 1.6% of 410,000 active. HEK293 GLP-1R CRE-luciferase, luminescence, 24 h; GLP-1R form is constitutively active; note: potency is the fitted concentration of half-maximal effect; % is set by controls: 0 for no effect and ±100 for the full control effect; nearly all actives have a fitted effect of over 55% in size
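Using stably transfected HEK293 (constitutively active GLP-1R, cAMP-luciferase reporter), compounds were incubated 24 hr and luciferase measured by luminescence.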
FUS yeast rescue – suppressors of FUS proteinopathy in yeast | S. cerevisiae FUS-expressing, growth rescue, OD600, 24 h | Potency, µM (highest dose often 76.6 µM), without a hit: at the top dose growth rescue (activation), most hits filed as activators | 0.24% of 390,000 active | AID 1347120;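 note: potency is the fitted concentration of half-maximal effect; plate controls were DMSO vehicle for no effect and reference control for full effect; nearly all actives have a fitted effect of over 55% in size; some results filed as inactive show a strong effect at the top dose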
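Cultures pregrown in 2.5% raffinose medium are shifted to minimal medium containing 2% galactose to express toxic FUS. Compounds are tested at several concentrations. After 24hr at 30C, growth is quantified at 600 nm absorbance.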
TDP-43 yeast inh – inhibitors of TDP-43 toxicity in yeast; 1.8% of 410,000 active; Potency, µM (titrated, usually from 46.1 µM), inactives show at the top dose growth rescue (activation), actives largely listed as activators; TDP-43 expressing yeast growth rescue, BacTiter-Glo, 24 h; note: potency is the fitted concentration of half-maximal effect; % of control where 0% means no effect; nearly all actives have a fitted effect of over 50% in size
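Readout is BacTiter-Glo luminescence of cell growth, so inhibitors register as activators. TDP-43-expressing yeast at OD600=0.02 in galactose medium, after raffinose pregrowth to mid-log, were incubated with compound for 24 hr at 30 deg C.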
Abeta rescue – compounds reversing amyloid beta toxicity in yeast; AID 1347071; 0.063% of 410,000 active; Potency, µM (titrated, usually from 46.1 µM), without a hit: at the highest dose growth rescue, most hits filed as activators; yeast expressing A-beta42, growth rescue, OD600, 48 h; response scale: 0% DMSO, 100% iron-clioquinol control; note: potency is the fitted concentration of half-maximal effect; nearly all actives have a fitted effect of over 55% in size
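Yeast A-beta toxicity model in growth medium with pinned compounds, 48 h at 30 C; growth read as absorbance at 600 nm. Normalized to FeCl3/clioquinol equimolar mix (positive) and DMSO (negative).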
* hit, by the source's call; i = inactive; ? = inconclusive; . = no result given; [ ] = remark or other dose. Unless noted, calls come from the whole dose curve; as a rule, active = well fitted curve in the direction sought with a large enough effect; inconclusive = small, poorly fitted or top-dose-only effect, or another doubt; inactive = no such curve, though single readings can be large; an effect the other way counts as inactive or inconclusive. Not all compounds are listed; rates above refer to the full screens.

Below each SMILES: PTHR1 ag, pAkt inh, D3 antag, aSyn rescue, GLP-1R agonist, GLP1R inv ag, FUS yeast rescue, TDP-43 yeast inh, Abeta rescue
CC(C)(C)c1ccc(CNC(=O)C2CCCN2C(=O)Nc2ccccc2)cc1 (stereo not given)
 : i, i, -10, -1%, 10%, ?, 29%, 4%, 7%
CC(=NNC(=S)N1CCCCC1)c1ccccn1
 : -96%[inhibitor], i, -25, -9%, -4%, -84%, 13%, -77%[inhibitor], -78%[inhibitor]
COC(=O)c1cc(=O)n(-c2ccccc2)c(=Nc2ccccc2)s1
 : -55%[inhibitor], i, -61*, ?, -4%, ?, 14%, 13%, -19%
CCN(CC)C(=O)c1sc(NC(=O)C(Sc2ccccc2)c2ccccc2)c(C(=O)OC(C)C)c1C (stereo not given)
 : i, i, 0, 9%, -3%, ?, 1%, 0%, -24%
Cc1ccc(S(=O)(=O)n2ccnc2)cc1C
 : 6%, i, -2, -4%, -3%, 5%, -25%, -7%, -16%
COc1ccc(C)cc1NC(=O)CC1COc2ccccc2O1 (stereo not given)
 : 0%, i, 15, 0%, 3%, -16%, 3%, ?, -1%
O=C(/C=C/c1cn(-c2ccccc2)nc1-c1cccnc1)c1ccco1
 : -41%, i, -27, 5%, -5%, ?, 26%, 13µM*, -1%
CC(=O)OC1CC(c2cc(C(C)(C)C)c(O)c(C(C)(C)C)c2)=NO1 (stereo not given)
 : -25%, i, -20, -13%, -2%, ?, 29%, -10%, ?
CC(C)(C)OC(=O)N1CCC(CNC(=O)c2ccc(F)cc2)CC1
 : -6%, i, 3, 7%, 16%, -24%, 27%, -1%, -6%
CCOC(=O)c1ccc(CN(Cc2ccc(F)cc2)S(=O)(=O)c2ccc(F)c(C(=O)Nc3ccccc3C(F)(F)F)c2)cc1
 : 11%, ., ., ., ., -6%, 32%, 20%, 1%
CC1Cc2cc(S(=O)(=O)N3CCC(C(=O)N4CCCCC4)CC3)ccc2N1C(=O)C1CC1 (stereo not given)
 : -17%, i, 14, 1%, 1%, 3%, 22%, 4%, 1%
Cc1ccc(-n2nc(C)cc2N)c(C)c1
 : -16%, i, -15, -4%, 8%, 3%, -1%, -19%, -7%
O=C(NCc1ccc(F)cc1)C(=O)NCC1CCCN1S(=O)(=O)c1ccccc1 (stereo not given)
 : -2%, i, ?, -1%, 8%, -20%, 40%, -17%, -11%
Cn1cccc1/C=C1\Cc2ccccc2C1=O
 : -17%, i, 26, 2%, 0%, 0%, 2%, 11%, 10%
COc1ccc(-n2cc(-c3ccc(Cl)cc3)[nH]c2=S)cc1
 : -2%, i, -14, -2%, 4%, 19%, -14%, 12%, 6%
CCOC(=O)C(C)Oc1ccc(NC(=O)C(Cl)Cl)cc1 (stereo not given)
 : -1%, i, -8, 8%, 4%, -3%, -4%, 6%, 19%
CCOC(=O)C(=CNc1ccc(NC2=NCC(C)(C)S2)cc1)C(=O)OCC
 : 0%, i, 104, 1%, 14%, 151%[activator], 4%, -11%, -6%
Cc1ccc(SCc2[nH]nc3c2C(c2ccco2)C(C#N)=C(N)O3)cc1 (stereo not given)
 : i, i, 16, 10%, 3%, -8%, 15%, 10%, 29%
COc1ccccc1NS(=O)(=O)c1ccc(C(=O)N2CCN(c3ccccc3)CC2)cc1
 : -22%, i, -6, 12%, 3%, ?, 43%, -5%, -10%
CC(C)n1c(O)c(N=NC(=O)CNC(=O)Cc2ccc(Cl)cc2)c2ccccc21
 : -2%, i, -15, ?, 23%, ?, ?, 7%, -2%
Cc1cccc2cc(CN(Cc3ccco3)C(=O)c3ccco3)c(=O)[nH]c12
 : -14%, i, 2, 1%, 4%, 3%, 8%, -2%, -6%
O=C(C1COc2cc(S(=O)(=O)Nc3ccc(Cl)cc3)ccc2O1)N1CCCC1 (stereo not given)
 : -32%[inhibitor], ., ., ., ., -28%, 31%, 10%, -9%
CC1CCN(C(=O)c2ccccc2NC(=O)c2cccc(S(=O)(=O)N3CCOCC3)c2)CC1
 : i, i, 3, 2%, -6%, 12%, 6%, 2%, -6%
O=C(Cc1ccccc1[N+](=O)[O-])NCC(O)c1ccc2c(c1)OCO2 (stereo not given)
 : -16%, i, -9, 0%, -2%, 2%, ., 21%, -4%
NC(=NC1CCCCC1)c1ccc(Cl)cc1
 : i, i, -9, -1%, 8%, 5%, -5%, -15%[9.22 µM], 0%
CCCS(=O)(=O)c1c(S(=O)(=O)CCC)c2cc(-c3ccncc3)ccn2c1C(=O)OC
 : i, i, 14, -2%, 19%, 1%, 36%, 16%, -19%
COc1cccc(CC(=O)Nc2sc3c(c2C(N)=O)CCCC3)c1
 : i, i, 2, 0%, 23%, 25%, 9%, -3%, 5%
Cc1ccc(NS(=O)(=O)c2cccc(C(=O)NC3CCN(Cc4ccccc4)CC3)c2)c(C)c1
 : -12%, i, -97*, -3%, -4%, ?, 4%, -30%[inhibitor], -14%
Cc1cc(N2C(=O)C(O)=C(C(=O)c3cc4ccccc4o3)C2c2ccc(OC(C)C)cc2)no1 (stereo not given)
 : -5%, ., -10, -3%, -6%, 0%, -15%, -4%, -29%
CCC(=O)NC1(C(F)(F)F)C(=O)Nc2c1c(=O)[nH]c(=O)n2Cc1ccco1 (stereo not given)
 : i, i, -11, 1%, 4%, 5%, 17%, 1%, -5%
Cc1cc(C)c(C#N)c(SCC(=O)N(CC(C)C)C2CCS(=O)(=O)C2)n1 (stereo not given)
 : -3%, i, 5, -7%, -13%, 20%, 21%, -4%, 4%
COc1ccc(N2CCN(C(=O)[C@@H](NC(=O)c3ccccc3Cl)C(C)C)CC2)cc1
 : i, i, 15, 3%, 10%, -28%, 10%, 16%, 3%
CSc1ccccc1C(=O)Nc1cccc([N+](=O)[O-])c1C
 : i, i, -12, 6%, 12%, ?, 1%, -7%, 0%
Cc1ccccc1NC(=O)CSc1nnc(-c2ccccc2)n1-c1ccccc1
 : ?, -98%*, -8, 0%, 3%, ?, 35%, -17%, 12%
CCS(=O)(=O)c1ccccc1C(=O)N1CCN(c2nc3ccccc3s2)CC1
 : -92%[inhibitor], ., ., ., ., -23%, 20%, ?, -10%
Cc1nc(C)c(CCNC(=O)c2cccc(Cl)c2)s1
 : i, i, -24, 2%, 0%, 19%, ., 26%, 11%
O=C(N/N=C/c1cccc(O)c1)c1ccccc1O
 : -9%, i, -19, -8%, -1%, -9%, 22%, -17%, -22%
Cc1cc(NCC(=O)Nc2ccc(C)c(S(=O)(=O)N3CCOCC3)c2)ccc1Br
 : -41%[inhibitor], i, 20, 1%, -1%, ?, ?, 19%, 5%
Cc1cc(=O)n2c3c(cccc13)CCC2
 : i, i, 18, 0%, 1%, 19%, -3%, 9%, -4%
CC(C)CC(=O)NC(Nc1ccc([N+](=O)[O-])cc1)C(Cl)(Cl)Cl (stereo not given)
 : -91%[inhibitor], i, -11, -4%, 2%, ?, 14%, -8%, 6%
O=C(Nc1ccc(O)c2c(=O)cc(-c3cccc(Cl)c3)oc12)c1ccc(F)cc1
 : i, i, 24, 4%, -1%, 6%, 2%, -1%, -12%
CCCOc1ccc(-c2nc(N)n[nH]2)cc1
 : i, i, 17, 5%, 5%, 4%, 15%, -3%, -2%
CCN1C[C@@H]2[C@@H]3C(=O)N(C)C(=O)[C@@H]3[C@](C)(C1=O)N2C(=O)c1ccccc1
 : 8%, i, -15, 0%, 0%, 19%, -12%, 4%, -1%
CC(C)(C)c1ccc(NC(=O)COC(=O)c2ccc3ncsc3c2)cc1
 : -81%, i, 17, 5%, -44%[inhibitor], ?, ., 15%, -2%
COC(=O)c1cc(CNC(=O)c2ccccc2Cl)ccc1OC
 : 14%, i, 9, 5%, 10%, 2%, -1%, -8%, -12%
COc1cc2nc(NC(=O)c3ccco3)sc(=O)c2cc1OC
 : -20%, i, -9, -2%, -1%, 15%, 4%, 2%, 9%
Cc1ccc2nc(C)cc(Cl)c2c1
 : -16%, i, -3, 0%, 1%, 10%, -18%, 8%, 7%
COc1ccc(N2CCN(S(C)(=O)=O)CC2)cc1
 : i, i, -8, 17%, -13%, 10%, 10%, 0%, 8%
CCN1CN=C(NS(=O)(=O)c2ccc(C)cc2)NC1
 : i, i, -11, 1%, -9%, 0%, 20%, -6%, 10%
CCOC(=O)C1=C(c2ccccc2)OC(N)=C(C#N)C1C1CCCCC1 (stereo not given)
 : i, i, -21, 7%, -9%, ?, -2%, 8%, 0%
CC(C)(C)n1ncc2c(=O)n(CC(=O)NC3CCCCC3)cnc21
 : -8%[57.5 µM], i, 0, 1%, -3%, 3%, 9%, -5%, -7%
O=C(Nc1cccc(OCC(=O)N2CCOCC2)c1)c1cccc([N+](=O)[O-])c1
 : i, i, 15, 13%, 2%, 15%, -7%, 8%, 2%
CCC(=O)N1c2ccccc2CC1C(=O)NCCc1ccccc1 (stereo not given)
 : i, ., ., ., ., 3%, -25%, ?, 12%
Cc1ccc(NC(=O)Cn2c(=O)oc3cc(S(=O)(=O)NCc4ccccc4)ccc32)cc1
 : -28%, ., ., ., ., ?, 17%, 15%, -14%
COc1ccc(CC(=O)Nc2sc3c(c2C(N)=O)CCCC3)cc1
 : -11%, i, 8, -7%, 29%, 20%, 24%, -5%, 0%

Entries of single compounds, quoted from the list.
Profile of `COc1ccc(N2CCN(S(C)(=O)=O)CC2)cc1` : PTHR1 ag = i; pAkt inh = i; D3 antag = -8; aSyn rescue = 17%; GLP-1R agonist = -13%; GLP1R inv ag = 10%; FUS yeast rescue = 10%; TDP-43 yeast inh = 0%; Abeta rescue = 8%
Profile of `CC(C)(C)n1ncc2c(=O)n(CC(=O)NC3CCCCC3)cnc21` : PTHR1 ag = -8%[57.5 µM]; pAkt inh = i; D3 antag = 0; aSyn rescue = 1%; GLP-1R agonist = -3%; GLP1R inv ag = 3%; FUS yeast rescue = 9%; TDP-43 yeast inh = -5%; Abeta rescue = -7%
